Screens deposited in PubChem by Sanford-Burnham Center for Chemical Genomics.
NALP3 yeast inh – NALP3 inflammasome inhibitors in reconstituted yeast, primary screen, luminescence, uHTS | Yeast reconstituted NLRP3/ASC/caspase-1, beta-gal luminescence, 24 h | inhibition, % at 10 µM | actives 0.39% (n = 330,000) | AID 2825, 2010;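 active means inhibition of 50% or more; inactive means inhibition below 50%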;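 further: plate controls were induced DMSO wells for no effect and uninduced yeast grown without galactose for full effect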
PfG6PD inh – PfG6PD enzyme inhibitors, primary screen, biochemical, fluorescence intensity, uHTS; PfGluPho enzyme, NADPH resazurin-diaphorase fluorescence; inhibition, % at 20 µM; actives 0.78% (n = 350,000); AID 504690, 2011;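 active means inhibition reaching at least a set limit at 20 µM in the primary screen, cut at about 59% in these data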;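 further: 0% = DMSO wells with substrate and 100% = DMSO wells lacking glucose-6-phosphate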
SENP1 inh – human SENP1 catalytic domain inhibitors, primary screen, biochemical, FRET, uHTS. Sentrin-specific protease 1 (Homo sapiens), Q9P0U3. recombinant SENP1 catalytic domain, CyPet-SUMO1-YPet FRET cleavage. inhibition, % at 10 µM. actives 0.21% (n = 360,000). AID 624204, 2012;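 active means inhibition at least 30% at 10 µM, raw YFP signal under a set limit, fluorescence ratio 0.5 to 1.5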;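 further: 0% = enzyme with DMSO and 100% = no enzyme wells; some results filed as inactive read as strong as hits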
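System: Recombinant human SENP1 catalytic domain, His6-tagged | Incubation: Enzyme reaction for 50 min at room temperature, dark | Medium: Tris pH 8 with BME, BSA, NP40 and catalase | Also added: 25 nM SUMO1 FRET substrate | Compound: 10 µM single point, 0.5% DMSO | Measured by: FRET fluorescence in CFP and YFP emission channels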
SENP8 block-1 – human SENP8 protease inhibitors, primary screen, biochemical, fluorescence, Nedd8 protein substrate, uHTS; AID 602440, 2012; Sentrin-specific protease 8 (Homo sapiens), Q96LD8; inhibition, % at 20 µM; actives 0.64% (n = 360,000); recombinant SENP8; in the data active means inhibition mostly above about 40%, no sharp cut-off; inactive means mostly below about 27%
SENP8 block-2 – SENP8 protease inhibitors, primary screen, biochemical, luminescence; Sentrin-specific protease 8 (Homo sapiens), Q96LD8; purified SENP8, Z-RLRGG-aminoluciferin cleavage; inhibition, % at 10 µM; actives 1.2% (n = 330,000); AID 2540, 2010; in the data active means inhibition above about 50%
SENP6 block – SENP6 protease inhibitors, primary screen, biochemical, luminescence, uHTS; Sentrin-specific protease 6 (Homo sapiens), Q9GZR1; Recombinant SENP6 catalytic domain, aminoluciferin luminescence; inhibition, % at 10 µM; actives 1.8% (n = 330,000);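 active means inhibition above about 50% at the single tested dose, limit read from the data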;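 further: plate controls were DMSO wells with enzyme for no effect and DMSO wells lacking enzyme for full effect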
SENP7 block – SENP7 protease inhibitors, primary screen, biochemical, luminescence, uHTS | Sentrin-specific protease 7 (Homo sapiens), Q9BQF6 | recombinant SENP7, Z-RLRGG-aminoluciferin luminescence, 40 min | inhibition, % at 5 µM | actives 1.5% (n = 330,000) | AID 434973, 2010;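 active means inhibition above about 50% at the single test dose, limit read from the data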;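 further: plate controls were DMSO with enzyme for no effect and no enzyme buffer wells for full effect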
Apaf-1 inh – inhibitors of human Apaf-1 apoptosome, primary screen, biochemical, DEVD-Rh110 fluorescence, uHTS; inhibition, % at 20 µM; Apoptotic protease-activating factor 1 (Homo sapiens), O14727; actives 0.71% (n = 330,000); reconstituted apoptosome caspase-3 activity; AID 489030, 2010; active means inhibition of at least 40% at 20 µM;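 further: plate controls were DMSO wells for no effect and DEVD-CHO caspase inhibitor wells for full effect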
Target sequence (O14727 whole entry, looked up): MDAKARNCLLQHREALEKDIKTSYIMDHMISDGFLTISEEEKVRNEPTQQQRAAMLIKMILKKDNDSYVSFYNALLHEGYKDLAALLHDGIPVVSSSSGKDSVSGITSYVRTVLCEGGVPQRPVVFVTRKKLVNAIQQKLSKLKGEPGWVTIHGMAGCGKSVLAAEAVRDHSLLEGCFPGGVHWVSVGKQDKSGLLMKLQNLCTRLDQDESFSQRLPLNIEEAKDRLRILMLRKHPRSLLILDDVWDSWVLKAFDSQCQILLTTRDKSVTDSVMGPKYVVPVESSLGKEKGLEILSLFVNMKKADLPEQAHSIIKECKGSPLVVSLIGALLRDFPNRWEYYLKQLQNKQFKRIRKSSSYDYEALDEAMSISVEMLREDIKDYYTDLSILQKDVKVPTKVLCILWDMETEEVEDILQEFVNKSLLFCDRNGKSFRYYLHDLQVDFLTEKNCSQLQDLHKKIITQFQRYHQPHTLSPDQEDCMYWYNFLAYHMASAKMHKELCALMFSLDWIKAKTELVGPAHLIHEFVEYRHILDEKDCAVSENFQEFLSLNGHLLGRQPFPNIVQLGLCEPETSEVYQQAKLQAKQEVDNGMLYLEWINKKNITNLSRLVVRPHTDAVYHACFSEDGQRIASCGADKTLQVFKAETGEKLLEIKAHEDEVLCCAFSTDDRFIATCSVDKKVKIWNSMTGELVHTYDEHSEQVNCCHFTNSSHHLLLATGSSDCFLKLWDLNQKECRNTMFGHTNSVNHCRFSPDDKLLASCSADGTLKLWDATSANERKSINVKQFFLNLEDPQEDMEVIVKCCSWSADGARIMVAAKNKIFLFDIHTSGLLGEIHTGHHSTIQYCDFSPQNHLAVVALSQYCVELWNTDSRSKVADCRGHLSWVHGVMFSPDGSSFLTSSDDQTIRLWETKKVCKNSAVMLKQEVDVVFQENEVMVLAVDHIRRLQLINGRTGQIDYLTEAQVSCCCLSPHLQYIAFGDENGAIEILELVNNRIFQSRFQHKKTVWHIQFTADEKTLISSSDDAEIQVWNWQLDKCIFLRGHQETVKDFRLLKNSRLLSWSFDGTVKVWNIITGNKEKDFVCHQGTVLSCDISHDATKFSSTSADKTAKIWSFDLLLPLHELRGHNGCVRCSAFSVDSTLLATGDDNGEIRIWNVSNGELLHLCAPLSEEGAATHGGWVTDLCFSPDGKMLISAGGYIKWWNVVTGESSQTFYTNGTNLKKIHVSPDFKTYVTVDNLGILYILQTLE
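Material: reconstituted apoptosome with Apaf-1, cytochrome c, caspase-9, procaspase-3, dATP. Technique: Rh110 fluorescence intensity. Buffer or medium: pH 7.5 Hepes buffer with CHAPS, BSA, DTT. Times: 30 min plus 50 min, RT.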
HKDC1 inh – HKDC1 hexokinase inhibitors, primary screen, biochemical, fluorescence, uHTS; Q2TB90; inhibition, % at 20 µM; recombinant HKDC1, G6PDH/diaphorase resazurin coupled fluorescence; actives 0.16% (n = 340,000); AID 493160, 2011;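 active means inhibition above about 35% when tested at 20 µM, limit read from the data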;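 further: plate controls were DMSO wells with enzyme for no effect and DMSO wells lacking enzyme for full effect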
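Assay system: recombinant HKDC1 hexokinase; detection: coupled resazurin fluorescence, excitation 525 nm, emission 613 nm; benchmarks: DMSO-plus-enzyme-mix negative control, buffer-substituted positive control; compound dosing: single 20 µM dose; schedule: 90 min at room temperature in dark; also added: glucose plus 1 mM ATP as hexokinase substrates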
Starred values were filed as active, the others as inactive. Random draw from the library; overall some 4.1% were active at least once.

`CC(=O)Nc1ccc(NC(=O)c2ccc([N+](=O)[O-])cc2Cl)cc1` gave NALP3 yeast inh -2, PfG6PD inh -12, SENP1 inh 4, SENP8 block-1 11, SENP8 block-2 -8, SENP6 block 5, SENP7 block -9, Apaf-1 inh -2 and HKDC1 inh -4.
COc1cc(C)c(C2NC(=O)c3ccccc3N2)cc1C (stereo not drawn) was read as PfG6PD inh 0, SENP1 inh 1, SENP8 block-1 inactive and HKDC1 inh -2.
CC(=O)c1ccc(NC(=O)C2CCN(S(=O)(=O)c3cccc4nonc34)CC2)cc1 was read as NALP3 yeast inh 20, PfG6PD inh -11, SENP1 inh 3, SENP8 block-1 5, SENP8 block-2 -2, SENP6 block -3, SENP7 block 3, Apaf-1 inh 16 and HKDC1 inh 1.
`O=C(/C=C/c1ccccc1)N/C(=C/c1ccccc1)C(=O)N1CCOCC1` gave NALP3 yeast inh 18, PfG6PD inh 2, SENP1 inh -1, SENP8 block-1 21, SENP8 block-2 1, SENP6 block 7, SENP7 block -6, Apaf-1 inh -9 and HKDC1 inh -11.
COc1ccc(C(=O)/C=C/C(=O)N(CC(=O)NCCC(C)C)Cc2cccs2)c(O)c1 was read as PfG6PD inh -6, SENP1 inh 1, SENP8 block-1 -1 and HKDC1 inh -2.
For CCN(Cc1nc2ccccc2c(=O)[nH]1)C(=O)c1cc2c(s1)CCCCC2 the results were NALP3 yeast inh 22, PfG6PD inh -12, SENP1 inh -8, SENP8 block-1 1, SENP8 block-2 -3, SENP6 block 8, SENP7 block 5, Apaf-1 inh 24 and HKDC1 inh -1.
Cc1ccc(C)c(N2CCN(C(=O)C3CCCN(S(=O)(=O)c4cnc[nH]4)C3)CC2)c1 (stereo not drawn) was read as NALP3 yeast inh 6, PfG6PD inh -16, SENP1 inh -1, SENP8 block-1 10, SENP8 block-2 1, SENP6 block 13, SENP7 block 5, Apaf-1 inh 1 and HKDC1 inh 0.
For Cc1ccc(C(C(=O)NC2CCCC2)N(C(=O)Cc2cccs2)c2cccc(C)c2C)o1 (stereo not drawn) the results were NALP3 yeast inh 8, PfG6PD inh 1, SENP1 inh -2, SENP8 block-1 10, SENP8 block-2 -1, SENP6 block -5, SENP7 block 3, Apaf-1 inh 4 and HKDC1 inh 9.
`Cc1ccc(NC(=S)Nc2nc(CC(=O)Nc3ccccc3)cs2)cc1` gave NALP3 yeast inh 20, PfG6PD inh 6, SENP1 inh -12, SENP8 block-1 36, SENP8 block-2 -10, SENP6 block -1, SENP7 block -4, Apaf-1 inh 0 and HKDC1 inh -1.
For CC(C)c1cc(C(=O)O)c2cnn(C(C)C)c2n1 the results were NALP3 yeast inh -5, PfG6PD inh 30, SENP1 inh 1, SENP8 block-1 -52, SENP8 block-2 4, SENP6 block -10, SENP7 block 2, Apaf-1 inh -8 and HKDC1 inh -1.
For COc1ccc(CN2CC(C(=O)NCC3CCCO3)CC2=O)cc1 (stereo not drawn) the results were NALP3 yeast inh 3, PfG6PD inh -1, SENP1 inh 2, SENP8 block-1 6, SENP8 block-2 1, SENP6 block -11, SENP7 block 2, Apaf-1 inh -8 and HKDC1 inh -8.
`O=C(CCC(=O)N1CCN(c2cccc(Cl)c2)CC1)N1CCN(c2ccccc2)CC1` gave NALP3 yeast inh 19, PfG6PD inh -2, SENP1 inh 2, SENP8 block-1 14, SENP8 block-2 -8, SENP6 block 13, SENP7 block -14, Apaf-1 inh 11 and HKDC1 inh -3.

Six compounds already listed, sorted by length of the SMILES, rising:
For COc1ccc(CN2CC(C(=O)NCC3CCCO3)CC2=O)cc1 (stereo not drawn) the results were NALP3 yeast inh 3, PfG6PD inh -1, SENP1 inh 2, SENP8 block-1 6, SENP8 block-2 1, SENP6 block -11, SENP7 block 2, Apaf-1 inh -8 and HKDC1 inh -8.
`O=C(/C=C/c1ccccc1)N/C(=C/c1ccccc1)C(=O)N1CCOCC1` gave NALP3 yeast inh 18, PfG6PD inh 2, SENP1 inh -1, SENP8 block-1 21, SENP8 block-2 1, SENP6 block 7, SENP7 block -6, Apaf-1 inh -9 and HKDC1 inh -11.
For CCN(Cc1nc2ccccc2c(=O)[nH]1)C(=O)c1cc2c(s1)CCCCC2 the results were NALP3 yeast inh 22, PfG6PD inh -12, SENP1 inh -8, SENP8 block-1 1, SENP8 block-2 -3, SENP6 block 8, SENP7 block 5, Apaf-1 inh 24 and HKDC1 inh -1.
`O=C(CCC(=O)N1CCN(c2cccc(Cl)c2)CC1)N1CCN(c2ccccc2)CC1` gave NALP3 yeast inh 19, PfG6PD inh -2, SENP1 inh 2, SENP8 block-1 14, SENP8 block-2 -8, SENP6 block 13, SENP7 block -14, Apaf-1 inh 11 and HKDC1 inh -3.
For Cc1ccc(C(C(=O)NC2CCCC2)N(C(=O)Cc2cccs2)c2cccc(C)c2C)o1 (stereo not drawn) the results were NALP3 yeast inh 8, PfG6PD inh 1, SENP1 inh -2, SENP8 block-1 10, SENP8 block-2 -1, SENP6 block -5, SENP7 block 3, Apaf-1 inh 4 and HKDC1 inh 9.
Cc1ccc(C)c(N2CCN(C(=O)C3CCCN(S(=O)(=O)c4cnc[nH]4)C3)CC2)c1 (stereo not drawn) was read as NALP3 yeast inh 6, PfG6PD inh -16, SENP1 inh -1, SENP8 block-1 10, SENP8 block-2 1, SENP6 block 13, SENP7 block 5, Apaf-1 inh 1 and HKDC1 inh 0.

(cont.)
CS(=O)(=O)Nc1ccc(C(=O)NCCSCc2ccccc2)cc1 was read as NALP3 yeast inh 5, PfG6PD inh -14, SENP1 inh -1, SENP8 block-1 4, SENP8 block-2 0, SENP6 block 1, SENP7 block 0, Apaf-1 inh 1 and HKDC1 inh -10.
Screening O=C(CCC(=O)N1CCN(c2ccccc2)CC1)Nc1nnc(C2CCCCC2)s1 returned NALP3 yeast inh -3, PfG6PD inh -8, SENP1 inh 0, SENP8 block-1 -3, SENP8 block-2 9, SENP6 block -6, SENP7 block -7, Apaf-1 inh 6 and HKDC1 inh -2.
For Cc1c(Br)c(-c2n[nH]c(=S)n2Cc2ccco2)nn1C the results were NALP3 yeast inh 12, PfG6PD inh 24, SENP1 inh 1, SENP8 block-1 17, SENP8 block-2 0, SENP6 block 2, SENP7 block 5, Apaf-1 inh 8 and HKDC1 inh -2.
O=C1C2=C(c3ccccc31)[N+](=O)C1CCCCC1N2[O-] (stereo not drawn) was read as NALP3 yeast inh 10, PfG6PD inh 25, SENP1 inh -1, SENP8 block-1 84*, SENP8 block-2 28, SENP6 block 50, SENP7 block 31, Apaf-1 inh 54* and HKDC1 inh 11.
CCCC(=O)Nc1ccc(C(=O)NCCc2ccc(F)cc2)cc1 was read as NALP3 yeast inh 1, PfG6PD inh -2, SENP1 inh 0, SENP8 block-1 19, SENP8 block-2 -11, SENP6 block -25, SENP7 block -12, Apaf-1 inh -5 and HKDC1 inh 0.
For COc1ccc([N+](=O)[O-])cc1NS(=O)(=O)c1cc(C(=O)NCc2cccnc2)ccc1Cl the results were NALP3 yeast inh 12, PfG6PD inh -2, SENP1 inh 0, SENP8 block-1 14, SENP8 block-2 -2, SENP6 block -17, SENP7 block 6, Apaf-1 inh 8 and HKDC1 inh 1.
Screening COC(=O)C1=C(C)NC2=C(C(=O)CC(c3cccs3)C2)C1c1ccsc1 (stereo not drawn) returned PfG6PD inh -17, SENP1 inh -25, SENP8 block-1 -317 and HKDC1 inh 3.
Screening COc1ccc(C(=O)NCc2ccco2)cc1S(=O)(=O)N1CCOCC1 returned NALP3 yeast inh 12, PfG6PD inh 10, SENP1 inh 3, SENP8 block-1 7, SENP8 block-2 5, SENP6 block -18, SENP7 block -1, Apaf-1 inh 1 and HKDC1 inh -3.
`CC1CCCCN1Cc1ccc(-c2nnn(CC(=O)NC3CCCCC3)n2)cc1` (stereo not drawn) gave NALP3 yeast inh -5, PfG6PD inh -3, SENP1 inh -8, SENP8 block-1 13, SENP8 block-2 -2, SENP6 block 8, SENP7 block 11, Apaf-1 inh 1 and HKDC1 inh -3.
CCn1c(=O)cc(SCC(=O)Nc2ccc(OC)c(OC)c2)c2ccccc21 was read as NALP3 yeast inh -6, PfG6PD inh -16, SENP1 inh 3, SENP8 block-1 -11, SENP8 block-2 0, SENP6 block -11, SENP7 block -8, Apaf-1 inh -6 and HKDC1 inh 2.
O=C(OCc1ccc([N+](=O)[O-])cc1)C1CC(=O)N(Cc2ccccc2Cl)C1 (stereo not drawn) was read as NALP3 yeast inh 5, PfG6PD inh 8, SENP1 inh 3, SENP8 block-1 2, SENP8 block-2 -1, SENP6 block -5, SENP7 block 3, Apaf-1 inh 17 and HKDC1 inh -1.
Screening CCOC(=O)c1ccc(NC(=O)CCn2c(=O)oc3ccccc32)cc1 returned NALP3 yeast inh 14, PfG6PD inh 25, SENP1 inh 3, SENP8 block-1 9, SENP8 block-2 -2, SENP6 block 9, SENP7 block -4, Apaf-1 inh 6 and HKDC1 inh -3.
`CCN1CCCc2cc(CN(CCN3CCOCC3)C(=S)Nc3ccccc3C)ccc21` gave NALP3 yeast inh 10, PfG6PD inh 10, SENP1 inh -4, SENP8 block-1 26, SENP8 block-2 -2, SENP6 block -20, SENP7 block -2, Apaf-1 inh 4 and HKDC1 inh 3.
For COc1ccccc1NC(=O)NNC(=O)CCc1ccccc1 the results were NALP3 yeast inh 9, PfG6PD inh -8, SENP1 inh -1, SENP8 block-1 13, SENP8 block-2 -1, SENP6 block -3, SENP7 block -1, Apaf-1 inh 1 and HKDC1 inh -4.
O=C(C[C@H]1C[C@H](C(=O)N2CCOCC2)[C@@]2(CCC3CCCC3)c3[nH]c4ccc(Cl)cc4c3CCN2C1=O)NCc1ccco1 was read as PfG6PD inh 19, SENP1 inh 2, SENP8 block-1 16, SENP7 block -8, Apaf-1 inh 35 and HKDC1 inh -2.
For O=C(N1CCCCC1)N1CCN(C(=O)N(c2ccccc2)c2ccccc2)CC1 the results were NALP3 yeast inh 19, PfG6PD inh -4, SENP1 inh 1, SENP8 block-1 5, SENP8 block-2 -8, SENP6 block -8, SENP7 block -5, Apaf-1 inh -8 and HKDC1 inh -9.
Screening O=S(=O)(O)c1cc(O)c(N=Nc2ccc(O)cc2O)c2ccccc12 returned PfG6PD inh 8, SENP1 inh 3, SENP8 block-1 12 and HKDC1 inh 6.
